Compound activity: PubChem, The Scripps Research Institute Molecular Screening Center
CHO-K1 Ca PAM: nonselective calcium activators in parental CHO-K1 cells, primary screen, counter-screen for M1 PAM project, cell-based, Fluo-8 calcium fluorescence, full deck, 1536-well. ATP EC20; 0% at ATP EC20, 100% at ATP max. activation, % at 3 µM. 360,000 tested, 0.02% active. AID 602247, 2012;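 active means activation above the run cutoff, the mean activation of all test compounds plus 3 SD, cut at about 40% in these data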;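 further: peak over basal fluorescence ratio in a 140 s read after ATP addition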
M4 antag: human M4 muscarinic receptor antagonists, primary screen, CHO cells, Fluo-8 calcium fluorescence | inhibition, % at 3 µM | 360,000 tested, 0.73% active | Muscarinic acetylcholine receptor M4 (Homo sapiens), P08173 | AID 624125, 2012 | CHO-hM4 cells, ACh EC80;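 active means inhibition above its plate's cutoff, the mean inhibition of sample wells plus 3 SD, cut at about 27% in these data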;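 further: 0% = acetylcholine EC80 with DMSO and 100% = DMSO without agonist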
Target sequence (P08173 whole entry, looked up): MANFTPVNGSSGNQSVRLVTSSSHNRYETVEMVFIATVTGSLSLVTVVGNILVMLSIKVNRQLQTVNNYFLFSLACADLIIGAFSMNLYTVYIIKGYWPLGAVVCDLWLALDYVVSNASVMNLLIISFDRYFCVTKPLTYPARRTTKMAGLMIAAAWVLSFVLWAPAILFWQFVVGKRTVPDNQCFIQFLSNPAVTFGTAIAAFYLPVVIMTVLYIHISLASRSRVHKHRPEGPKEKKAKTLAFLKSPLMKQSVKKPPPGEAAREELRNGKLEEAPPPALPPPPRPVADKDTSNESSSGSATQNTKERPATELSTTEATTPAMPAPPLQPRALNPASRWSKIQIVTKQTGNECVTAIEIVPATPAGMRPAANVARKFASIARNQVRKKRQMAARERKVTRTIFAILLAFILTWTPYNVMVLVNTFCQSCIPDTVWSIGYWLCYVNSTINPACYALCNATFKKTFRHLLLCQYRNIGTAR
CHRM4 PAM: human M4 muscarinic receptor positive allosteric modulators, primary screen, CHO-K1 cells, Fluo-8 calcium fluorescence. Muscarinic acetylcholine receptor M4 (Homo sapiens), P08173. CHO-K1 hM4/Gqi5, ACh EC20; 0% = ACh EC20, 100% = maximal ACh. activation, % at 3 µM. 360,000 tested, 0.4% active. AID 624126, 2012;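 active means activation above its plate's cutoff, the mean activation of sample wells plus 3 SD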; further: some results filed as inactive read as strong as hits
M5 ag: human M5 muscarinic receptor agonists, primary screen, CHO-K1 cells, Fluo-8 calcium fluorescence | Muscarinic acetylcholine receptor M5 (Homo sapiens), P08912 | CHO-K1 hM5 cells; 0% DMSO wells, 100% maximal acetylcholine response | activation, % at 3 µM | 360,000 tested, 0.19% active;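 active means activation above the run's mean over test compounds plus 3 SD, cut at about 23% in these data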;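 further: signal is peak over basal fluorescence ratio across the kinetic read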
Target sequence (P08912 whole entry, looked up): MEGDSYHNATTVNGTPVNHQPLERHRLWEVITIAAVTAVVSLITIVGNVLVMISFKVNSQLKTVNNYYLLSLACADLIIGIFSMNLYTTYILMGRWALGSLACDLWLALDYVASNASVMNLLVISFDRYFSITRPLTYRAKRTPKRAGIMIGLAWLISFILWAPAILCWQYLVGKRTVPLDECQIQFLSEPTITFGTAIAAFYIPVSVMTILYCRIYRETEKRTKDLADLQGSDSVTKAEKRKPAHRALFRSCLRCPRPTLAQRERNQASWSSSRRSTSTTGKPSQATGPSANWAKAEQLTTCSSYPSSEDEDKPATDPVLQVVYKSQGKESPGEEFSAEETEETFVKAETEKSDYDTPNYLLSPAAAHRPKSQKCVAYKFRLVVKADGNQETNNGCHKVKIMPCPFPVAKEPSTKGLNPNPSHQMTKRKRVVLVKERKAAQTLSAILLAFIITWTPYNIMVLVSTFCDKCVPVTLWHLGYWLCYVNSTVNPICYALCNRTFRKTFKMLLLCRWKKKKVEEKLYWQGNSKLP
CHO-K1 Ca ag: counter-screen for M1 agonists: effect in parental CHO-K1 cells; Fluo-8 calcium fluorescence; scaled to maximal ATP response, vehicle zero; activation, % at 3 µM; 360,000 tested, 0.48% active; in the data active means activation above about 15%;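 further: untransfected CHO-K1 host cells lacking M1 receptor as counterscreen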
M4 ag: human M4 muscarinic receptor agonists, primary screen, CHO-K1 cells, Fluo-8 calcium fluorescence | Muscarinic acetylcholine receptor M4 (Homo sapiens), P08173 | CHO-K1 hM4/Gqi5; vehicle 0%, full acetylcholine response 100% | activation, % at 3 µM | 360,000 tested, 0.14% active | AID 624127, 2012;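 active means activation above the run mean over all test wells plus 3 SD, cut at about 32% in these data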;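 further: peak over basal fluorescence ratio per well then scaled between controls; 0% = DMSO wells and 100% = acetylcholine at EC100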
CHO-K1 Ca antag: counter-screen for M1 antagonists: effect in parental CHO-K1 cells | ATP-induced calcium, Fluo-8 fluorescence | inhibition, % at 3 µM | 360,000 tested, 0.6% active;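 active means inhibition above a per-plate cutoff, the plate's mean sample inhibition plus 3 SD, cut at about 24% in these data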;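 further: 0% = DMSO plus EC80 ATP and 100% = DMSO alone without ATP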
CHRM5 PAM: human M5 muscarinic receptor positive allosteric modulators, primary screen, CHO-K1 cells, Fluo-8 calcium fluorescence | CHO-K1 hM5, ACh EC20 PAM; 0% = ACh EC20, 100% = ACh EC100 | activation, % at 3 µM | 360,000 tested, 0.3% active;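 active means activation above the run cutoff, the mean activation of all test compounds plus 3 SD, cut at about 18% in these data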
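system = human M5 receptor in CHO-K1 cells | compound = one concentration, 3 µM final (nominal) | schedule = Post-acetylcholine fluorescence recording 140 s | signal = Fluo-8 calcium dye fluorescence, kinetic read | benchmarks = low control EC20 acetylcholine (0%), high control EC100 acetylcholine (100%) | repeats = singlicate, one well per test compound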
CHRM5 antagonist: human M5 muscarinic receptor antagonists, primary screen, CHO cells, Fluo-8 calcium fluorescence; inhibition, % at 3 µM; Muscarinic acetylcholine receptor M5 (Homo sapiens), P08912; 360,000 tested, 0.59% active; CHO-hM5 cells, ACh EC80;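 active means inhibition above a per-plate cutoff, the mean of that plate's test compounds plus 3 SD, cut at about 27% in these data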;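 further: 0% = acetylcholine EC80 with DMSO and 100% = DMSO without agonist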
The depositor's hits bear a star; · = not tested or not shown.

SMILES	CHO-K1 Ca PAM	M4 antag	CHRM4 PAM	M5 ag	CHO-K1 Ca ag	M4 ag	CHO-K1 Ca antag	CHRM5 PAM	CHRM5 antagonist
Cc1cccc([C@@H]2[C@@H]3C(=O)N(Cc4ccccc4)C(=O)[C@@H]3[C@]3(Cc4ccccc4)C(=O)N(c4ccccc4)C(=O)N23)c1	-10.3	6.3	-0.7	5.4	0.3	5.3	4.2	1.9	3.5
COc1ccc(C#Cc2c(-c3ccc(OC)cc3)oc3ccc(-c4ccc(OC)cc4)cc23)cc1	3.6	-8.6	13.1	3.0	0.0	1.9	-6.8	1.0	2.7
NC(=O)CCCn1c(C(=O)c2ccc(Cl)cc2)c2ccc([N+](=O)[O-])cc2[n+]1[O-]	7.8	-0.9	7.3	2.9	0.3	1.9	-6.8	1.8	5.7
Oc1ccc(-c2csc(Nc3cccnc3)n2)cc1	14.3	0.4	-6.1	-5.8	2.0	4.3	-12.4	-6.3	11.8
CCCCCCCCN1C(=O)[C@H](CC(=O)NCC2CCCCC2)C[C@@]2(C(=O)OC)CC(C)(C)CC=C12	·	-10.7	2.6	-2.8	·	0.2	·	-1.4	-4.9
O=S(=O)(c1cc(Br)c(Cl)s1)N1CCCC1	3.4	5.4	-4.1	-12.9	-0.3	-1.3	-10.0	-1.5	2.6
COc1ccc2cc(CCNC(=O)c3cccs3)c(=O)[nH]c2c1	-6.0	-15.9	3.1	3.5	0.6	4.0	11.2	-5.3	5.7
CCN(CC(=O)NCc1cccs1)C(=O)/C=C/c1ccc(C)cc1	9.7	-13.5	23.5*	-1.2	0.1	1.2	-10.9	-5.5	4.1
COc1cc(-c2nnc(SCC(=O)c3cc(C)n(CC4CCCO4)c3C)o2)cc(OC)c1OC (stereo unspecified)	7.3	-2.2	6.4	4.6	0.3	0.1	-8.8	-1.0	-5.5
O=C(CSc1nnc(Cn2nnc3ccccc32)o1)Nc1cccc(Cl)c1	3.4	-8.3	4.9	-2.2	4.0	6.0	-13.7	8.1	-2.6
CC(=O)Nc1ccc(NC(=O)C(C)OC(=O)/C=C/c2cn(-c3ccccc3)nc2-c2cccnc2)cc1 (stereo unspecified)	22.0	10.9	1.0	-1.2	0.5	1.1	-7.2	-2.7	-1.1
N#Cc1ccccc1S(=O)(=O)N1CCN(C(=O)Cc2n[nH]c(=O)c3ccccc23)CC1	4.1	4.6	-2.1	1.1	0.2	1.8	-10.8	-3.9	5.2
COc1ccc(-c2[nH]c(-c3ccc(F)cc3)nc2SCC(=O)NC2CCCC2)cc1	3.9	-8.3	-0.3	0.5	2.6	9.1	-4.9	-6.4	3.6
CC1(c2cc([N+](=O)[O-])cc([N+](=O)[O-])c2)CC(C)(C)N(C(=O)c2ccccc2)c2ccccc21 (stereo unspecified)	2.9	-14.4	-4.0	-1.2	0.1	-0.9	-11.0	-5.5	-3.0
CCc1noc(C)c1C(=O)Nc1nc(-c2ccc(F)cc2)c(C)s1	10.1	-0.4	-7.2	-5.5	0.4	2.8	-6.3	-5.2	17.6
CCOC(=O)c1cn(C2CC2)c2c(F)c(F)c(F)cc2c1=O	14.6	-5.5	-0.4	-2.2	0.3	0.6	-13.2	5.5	2.1
COc1ccc(CNC(=O)CCc2nc(-c3ccccc3F)no2)c(OC)c1	16.8	-8.2	8.0	-1.3	1.9	2.1	-10.0	-6.4	-5.7
CC(=O)Nc1ccc(NC(=O)C(C)OC(=O)c2oc3ccccc3c2C)cc1 (stereo unspecified)	24.1	-3.9	-1.5	-3.4	1.3	0.5	-2.7	7.0	2.1
CCCn1c(CN2CCN(C(C)=O)CC2)nc2cc(S(=O)(=O)N(C)C)ccc21	-29.8	1.6	-4.1	-4.2	0.5	2.0	9.3	1.1	10.5
C[C@@H]1NC(=O)[C@@]2(C)[C@@H](c3ccccc3)[C@H]3COc4ccccc4[C@@H]3N2C1=O	1.2	-11.1	10.1	5.5	-0.1	·	-6.2	10.4	-7.9
O=C(NC(Cc1c[nH]c2ccccc12)C(=O)O)/C(=C/c1ccc2c(c1)OCO2)NC(=O)c1ccccc1 (stereo unspecified)	6.8	1.1	-4.0	1.1	2.3	0.3	-2.9	-4.3	-3.3
CC(=O)n1nc2nc(C)cc(C)c2c1N	12.6	5.4	8.3	2.9	0.5	0.8	-11.8	5.6	-6.0
Brc1ccc(C2NCCS2)cc1 (stereo unspecified)	1.1	-9.2	-0.6	-0.1	1.2	0.9	-12.0	0.2	2.4
COCCn1c(SCC(=O)Nc2nnc(C)s2)nnc1-c1c[nH]c2ccccc12	8.9	0.4	0.8	-1.7	-0.1	-0.7	-5.3	-1.6	4.7
O=C(C1CCC(=O)N(C2CC2)C1)N1CCC(Oc2ccccc2F)CC1 (stereo unspecified)	23.1	-3.5	6.5	-3.7	1.0	1.5	-10.8	4.8	-9.8
SMILES	CHO-K1 Ca PAM	M4 antag	CHRM4 PAM	M5 ag	CHO-K1 Ca ag	M4 ag	CHO-K1 Ca antag	CHRM5 PAM	CHRM5 antagonist
COC(=O)c1sccc1NC(=O)c1cccc(F)c1	4.8	1.2	7.1	-6.3	-0.3	-0.7	-4.3	-8.7	5.8
O=c1[nH]c(C2CCN(S(=O)(=O)c3ccccc3)CC2)nc2c1nnn2Cc1cccc(Cl)c1	2.8	83.3*	-21.8	-6.9	0.9	0.5	-11.8	-0.2	1.5
C[n+]1ccccc1/C=C/c1cc(Br)ccc1O	7.2	11.8	-13.3	-2.0	0.6	1.1	4.8	-16.1	33.6*
O=C1C=CN2CCCCC2CC1 (stereo unspecified)	3.1	8.7	-9.8	-1.6	0.2	0.6	-8.2	-1.5	8.4
COc1ccc(CC(=O)Nc2nc(C)cs2)cc1OC	-0.5	4.1	-6.9	1.2	2.7	4.8	-5.4	-10.0	5.6
O=C1c2cccnc2C(=O)N1Cc1ccccc1	-1.9	-9.1	5.3	-0.7	0.1	-0.9	3.8	-2.6	4.8
CC(C)C[C@@H](C)C(=O)N(Cc1ccccc1)c1ccccc1	-2.5	5.0	-1.5	-5.9	-0.9	-1.2	-12.3	-7.4	7.3
COc1cc(NC(=O)COC(=O)c2cnccn2)c(C)cc1[N+](=O)[O-]	26.9	-10.2	5.4	-5.2	0.2	-0.5	-21.5	5.4	-2.6
COc1ccccc1/C=C/c1ccc2cccc(O)c2n1	-12.6	1.2	-1.1	-5.9	-0.7	-0.7	6.0	0.1	0.4
COC(=O)c1cccc(N(CC(=O)NC2CCCC2)C(=O)CNC(=O)c2cccs2)c1	20.1	-5.3	-3.8	-2.5	6.9	0.6	-3.8	-2.2	5.3
O=C(CNS(=O)(=O)c1ccc2c(c1)OCCCO2)N1CCN(Cc2ccccc2)CC1	-9.8	2.0	1.6	-1.6	0.2	2.5	-4.8	-11.9	5.6
COC(=O)c1cnc(SCc2ccc(C)cc2)n1C	10.0	-3.8	4.2	-9.3	1.2	3.5	-13.9	-2.9	5.5
CCOC(=O)C1(C)CCCN(C(=O)c2cccc3ccccc23)C1 (stereo unspecified)	-16.8	-2.5	-3.9	0.4	0.1	-0.1	18.0	-2.7	4.8
COc1ccc(N(CC(=O)NC2CC3CCC2C3)S(=O)(=O)c2ccccc2)cc1OC (stereo unspecified)	-8.1	0.1	-12.2	-2.3	0.1	0.4	2.9	1.3	12.9
Cc1cccc(N=C2NC(=O)/C(=C/c3cccs3)S2)c1	21.0	-12.8	3.0	-5.6	3.4	0.8	-12.6	-11.2	14.1
O=C(N/N=C/c1ccc(Sc2nc3ccccc3[nH]2)o1)c1ccncc1	17.1	-0.5	8.3	-0.2	0.3	0.6	-5.6	4.6	2.4
Cn1c2c(c(=O)c3ccccc31)CCCC2	-15.8	0.5	2.3	2.0	-0.5	-1.5	3.4	10.2	-5.2
CCN(CC)c1ccc(NC(=S)NC(=O)c2cccs2)cc1	-12.1	-0.5	-7.7	1.6	0.1	-0.6	11.4	-0.1	2.8
C=CCc1c(C)[nH]c(=S)c(C#N)c1C	11.6	-6.7	-1.6	-5.2	0.0	1.5	-6.2	1.8	0.1
CC(C)(C)c1cc(C(=O)NCC(=O)OCC(=O)c2cccc([N+](=O)[O-])c2)cc(C(C)(C)C)c1	18.9	-1.3	1.8	-2.4	0.9	-0.5	-11.0	-1.0	3.4
COc1ccc2cc3cc(C(=O)N4CCCCC4C)oc3nc2c1 (stereo unspecified)	-13.7	1.8	-0.8	-1.9	2.5	8.5	20.4	-4.0	2.5
CC1(C)CC(=O)C2=C(C1)NCN(Cc1ccccc1)C2	19.0	-4.0	34.4*	5.8	0.3	1.1	-5.8	12.9	-10.6

Ordered by number of heavy atoms (ascending): part of the list above.
SMILES	CHO-K1 Ca PAM	M4 antag	CHRM4 PAM	M5 ag	CHO-K1 Ca ag	M4 ag	CHO-K1 Ca antag	CHRM5 PAM	CHRM5 antagonist
O=C1C=CN2CCCCC2CC1 (stereo unspecified)	3.1	8.7	-9.8	-1.6	0.2	0.6	-8.2	-1.5	8.4
C=CCc1c(C)[nH]c(=S)c(C#N)c1C	11.6	-6.7	-1.6	-5.2	0.0	1.5	-6.2	1.8	0.1
Cn1c2c(c(=O)c3ccccc31)CCCC2	-15.8	0.5	2.3	2.0	-0.5	-1.5	3.4	10.2	-5.2
C[n+]1ccccc1/C=C/c1cc(Br)ccc1O	7.2	11.8	-13.3	-2.0	0.6	1.1	4.8	-16.1	33.6*
O=C1c2cccnc2C(=O)N1Cc1ccccc1	-1.9	-9.1	5.3	-0.7	0.1	-0.9	3.8	-2.6	4.8
COc1ccc(CC(=O)Nc2nc(C)cs2)cc1OC	-0.5	4.1	-6.9	1.2	2.7	4.8	-5.4	-10.0	5.6
COc1ccccc1/C=C/c1ccc2cccc(O)c2n1	-12.6	1.2	-1.1	-5.9	-0.7	-0.7	6.0	0.1	0.4
CCOC(=O)C1(C)CCCN(C(=O)c2cccc3ccccc23)C1 (stereo unspecified)	-16.8	-2.5	-3.9	0.4	0.1	-0.1	18.0	-2.7	4.8
COc1cc(NC(=O)COC(=O)c2cnccn2)c(C)cc1[N+](=O)[O-]	26.9	-10.2	5.4	-5.2	0.2	-0.5	-21.5	5.4	-2.6
O=C(CNS(=O)(=O)c1ccc2c(c1)OCCCO2)N1CCN(Cc2ccccc2)CC1	-9.8	2.0	1.6	-1.6	0.2	2.5	-4.8	-11.9	5.6
O=c1[nH]c(C2CCN(S(=O)(=O)c3ccccc3)CC2)nc2c1nnn2Cc1cccc(Cl)c1	2.8	83.3*	-21.8	-6.9	0.9	0.5	-11.8	-0.2	1.5
